# High-throughput results as filed in PubChem BioAssay.
# TIM10 inh = growth inhibitors of TIM10 yeast strain | S. cerevisiae TIM10 strain growth, BacTiter-Glo luminescence, 24 h | inhibition, % at 10 µM | 330,000 compounds, 1.4% hits | AID 463195;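 active = inhibition of 40% or more at the single tested concentration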;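 note: wild-type TIM10 isogenic control strain grown at permissive 25 °C; 0% = DMSO yeast wells and 100% = minimal medium wells without yeast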
# tim10-1 inh = growth inhibitors of tim10-1 mutant yeast | S. cerevisiae tim10-1 ts strain growth, BacTiter-Glo, 24 h | inhibition, % at 20 µM | 330,000 compounds, 2.2% hits;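 active = inhibition of at least 40%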;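 note: mutant grown at 25 °C; 0% = DMSO wells with yeast and 100% = wells holding no yeast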
# Mdm2-MdmX inh = inhibitors of human Mdm2/MdmX interaction; O15151+Q00987; SaOS-2 split-luciferase Mdm2/MdmX complementation, luminescence; inhibition, % at 8 µM; 330,000 compounds, 3% hits;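 active = inhibition of at least 50% at 8 µM in the primary screen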
# Target sequence (O15151 whole entry, looked up): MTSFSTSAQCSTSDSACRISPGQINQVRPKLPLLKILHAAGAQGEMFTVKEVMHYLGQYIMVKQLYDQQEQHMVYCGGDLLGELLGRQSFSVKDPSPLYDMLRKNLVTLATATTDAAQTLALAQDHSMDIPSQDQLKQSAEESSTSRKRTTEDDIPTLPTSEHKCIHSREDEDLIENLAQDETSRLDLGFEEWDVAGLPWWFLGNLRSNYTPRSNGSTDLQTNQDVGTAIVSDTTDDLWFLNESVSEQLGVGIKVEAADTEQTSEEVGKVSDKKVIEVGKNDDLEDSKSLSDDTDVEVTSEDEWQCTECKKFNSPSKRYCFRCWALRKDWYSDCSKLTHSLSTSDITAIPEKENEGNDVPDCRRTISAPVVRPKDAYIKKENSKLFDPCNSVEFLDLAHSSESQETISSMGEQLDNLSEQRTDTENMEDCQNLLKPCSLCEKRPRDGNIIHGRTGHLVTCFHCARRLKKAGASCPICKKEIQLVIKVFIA
# Target sequence (Q00987 whole entry, looked up): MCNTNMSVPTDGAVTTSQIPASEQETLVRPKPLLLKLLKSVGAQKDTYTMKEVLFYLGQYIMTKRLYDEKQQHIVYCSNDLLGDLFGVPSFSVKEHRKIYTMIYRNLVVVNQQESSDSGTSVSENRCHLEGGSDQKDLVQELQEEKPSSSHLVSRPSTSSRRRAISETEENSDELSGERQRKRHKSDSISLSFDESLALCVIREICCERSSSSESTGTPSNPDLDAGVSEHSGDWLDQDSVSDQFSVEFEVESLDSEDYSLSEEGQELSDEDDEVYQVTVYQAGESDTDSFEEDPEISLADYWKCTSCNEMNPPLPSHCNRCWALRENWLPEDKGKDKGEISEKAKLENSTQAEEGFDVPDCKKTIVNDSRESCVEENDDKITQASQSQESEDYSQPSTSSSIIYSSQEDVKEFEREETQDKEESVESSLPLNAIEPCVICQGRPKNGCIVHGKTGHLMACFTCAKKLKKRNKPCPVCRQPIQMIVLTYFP
# UPR CHOP act = activators of apoptotic arm of unfolded protein response (CHOP). AID 449763. activation, % at 10 µM. 330,000 compounds, 0.34% hits. CHO-CHOP luciferase reporter, UPR activation, luminescence; percent of tunicamycin response over DMSO baseline;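 active = at 10 µM dose, activation of 40% or more, normalized to positive control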;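 note: 100% = tunicamycin at 10 µg/mL and 0% = DMSO alone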
#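 System: CHO-CHOP luciferase reporter cell line | Buffer or medium: F12 medium containing 10% fetal bovine serum | Doses: One dose, 10 µM in 0.5% DMSO | Times: 6 h compound exposure at 37 °C after overnight seeding | Signal: Luciferase luminescence | Read-out: % activation vs tunicamycin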
# UPR XBP1 act = activators of adaptive arm of unfolded protein response (XBP1); CHO-XBP1 luciferase reporter, IRE1-XBP1 UPR activation, luminescence; percent of tunicamycin response, DMSO as zero; activation, % at 20 µM; 330,000 compounds, 0.33% hits; AID 463104;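 active = versus positive control, 20 µM dose yields 30% or more activation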;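 note: 100% = tunicamycin at 10 µg/mL and 0% = DMSO only wells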
#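 Material: CHO-XBP1 cells stably carrying IRE1-XBP1-driven luciferase reporter | Medium: F12 with 10% serum | Compound dosing: 20 µM single concentration, DMSO 1% | Incubation: Overnight seeding at 37 °C, 6 h compound treatment at 37 °C | Detection: Steady-Glo luminescence read | Read-out basis: % activation of reporter signal versus tunicamycin and DMSO controls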
# tim23-1 inh = inhibits growth of tim23-1 mutant yeast. 330,000 compounds, 1.3% hits. S. cerevisiae tim23-1 growth, BacTiter-Glo luminescence, 24 h. inhibition, % at 20 µM. AID 463212;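 active = growth inhibition of the mutant yeast at or above 50%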;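 note: temperature-sensitive mutant grown at 25 °C; plate controls were DMSO-treated mutant yeast for no effect and medium wells lacking yeast for full effect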
# 697 NFkB inh = lowers PMA/ionomycin-induced NF-kB signal in 697 B cells; 697 B-cell NF-kB luciferase reporter, 16 h; inhibition, % at 4 µM; 330,000 compounds, 0.33% hits; in the data active = inhibition above about 35%
# Jurkat NFkB inh = inhibitors of the PMA/ionomycin-induced NF-kB reporter in Jurkat cells; PMA/ionomycin-induced NF-kB luciferase reporter, luminescence; AID 435003; inhibition, % at 4 µM; 330,000 compounds, 0.53% hits; in the data active = inhibition above about 50%
# Numbers without * were called inactive.
# Field names – A = TIM10 inh; B = tim10-1 inh; C = Mdm2-MdmX inh; D = UPR CHOP act; E = UPR XBP1 act; F = tim23-1 inh; G = 697 NFkB inh; H = Jurkat NFkB inh
CCN1C(=O)N(c2ccc(C(C)=O)cc2)S(=O)(=O)c2ccccc21
  A: 0	B: 10	C: -12	D: -0.6	E: -2	F: 11	G: 18	H: 3
COc1ccc(/C=N/NC(=O)c2ccc3c(c2)OCCO3)cc1[N+](=O)[O-]
  A: -9	B: -20	C: -20	D: 2.6	E: 1	F: -4	G: 0	H: -13
COc1ccc(C(=O)NC2CCCc3ccccc32)cc1 (stereo unspecified)
  A: -5	B: 2	C: 2	D: 0.5	E: 1	F: 9	G: -1	H: 13
NC(=O)CC(NC(=O)Cc1ccc(Br)cc1)c1ccc(N2CCN(c3ccccn3)CC2)c([N+](=O)[O-])c1 (stereo unspecified)
  A: -2	B: -17	C: 23	D: -2.8	E: -2	F: -10	G: 20	H: 3
O=C(COC(=O)C1(c2cccc(F)c2)CCCC1)NCc1cccs1
  A: -14	B: 2	C: 7	D: -1.6	E: 1	F: 23	G: 6	H: -2
C=CCNC(=S)N/N=C/c1cn(C)c2ccccc12
  A: 18	B: 1	C: 5	D: -0.2	E: -2	F: 12	G: -21	H: -13
O=C(Oc1ccc2c(c1)OCO2)c1cccs1
  A: 6	B: 6	C: 3	D: 3.7	E: 4	F: 12	G: 25	H: -10
Cc1cc(Nc2cc(F)ccc2C)n2nc(C)nc2n1
  A: 2	B: 8	C: -2	D: -1.7	E: -1	F: 15	G: 11	H: 5
O=c1oc(CCO)cc2ccccc12
  A: -6	B: 1	C: 3	D: 0.3	E: -1	F: 12	G: 12	H: -2
Fc1ccc(-c2nc3cnccn3c2NC2CCCC2)cc1
  A: -8	B: 3	C: 9	D: -2.6	E: -2	F: 31	G: 4	H: 2
Cc1ccc(S(=O)(=O)CCC(=O)OCC(=O)NCC(=O)Nc2cccc(C)c2C)cc1
  A: 0	B: -4	C: 11	D: -1.2	E: -1	F: -6	G: 6	H: -1
O=C(Nc1ccc2c(c1)OCO2)C1CC(=O)N(c2cccc(Cl)c2)C1 (stereo unspecified)
  A: -8	B: -10	C: 15	D: 3.2	E: -1	F: 3	G: 13	H: 11
COc1ccc(OC2CCN(C(=O)Nc3ccc(C)cc3)CC2)cc1
  A: -9	B: 1	C: 4	D: 1.8	E: 4	F: 2	G: -8	H: -1
CC(=O)NC(CC(=O)NCc1ccncc1)c1ccccc1 (stereo unspecified)
  A: -5	B: -10	C: 5	D: 0.8	E: -4	F: -13	G: 9	H: 9
CCOC(=O)CSc1ccc(S(=O)(=O)N2CCCC2)cc1[N+](=O)[O-]
  A: 23	B: 5	C: 10	D: -1.1	E: 5	F: 21	G: 13	H: 15

# An excerpt of these results, with two lines to a compound.
# Second line of a record: TIM10 inh, tim10-1 inh, Mdm2-MdmX inh, UPR CHOP act, UPR XBP1 act, tim23-1 inh, 697 NFkB inh, Jurkat NFkB inh
Fc1ccc(-c2nc3cnccn3c2NC2CCCC2)cc1
→ -8, 3, 9, -2.6, -2, 31, 4, 2
COc1ccc(/C=N/NC(=O)c2ccc3c(c2)OCCO3)cc1[N+](=O)[O-]
→ -9, -20, -20, 2.6, 1, -4, 0, -13

# Next section
# Field names – A = TIM10 inh; B = tim10-1 inh; C = Mdm2-MdmX inh; D = UPR CHOP act; E = UPR XBP1 act; F = tim23-1 inh; G = 697 NFkB inh; H = Jurkat NFkB inh
CCN(C(=O)COC(=O)C1CCN(S(=O)(=O)c2c(Cl)cccc2Cl)CC1)C1CCCCC1
  A: 15	B: 26	C: 21	D: 2.0	E: -6	F: 28	G: 22	H: 14
CC(=O)N1CCc2ccc(S(=O)(=O)N3CCN(C)CC3)cc21
  A: -19	B: -4	C: 5	D: 2.3	E: -1	F: 4	G: 3	H: 5
Cc1ccccc1NS(=O)(=O)c1ccc(OCC(=O)NCc2ccco2)cc1
  A: 4	B: 11	C: 12	D: 0.4	E: -5	F: 8	G: 8	H: 6
COc1ccccc1S(=O)(=O)NCc1ccc(C(=O)NC(C)c2ccccn2)cc1 (stereo unspecified)
  A: 1	B: -14	C: 21	D: -0.5	E: -1	F: -5	G: 10	H: -13
O=C(Nc1ccccc1N1CCCC1)c1ccc2ccccc2c1
  A: 7	B: 11	C: 17	D: 1.5	E: -2	F: 31	G: -28	H: -8
COc1cc(/C=N/N2C(C)CCCC2C)cc(OC)c1O (stereo unspecified)
  A: -12	B: 9	C: 17	D: -1.4	E: -7	F: 17	G: 3	H: -22
Nc1c(C(=O)c2ccco2)oc2ccccc12
  A: -25	B: -39	C: -8	D: 4.3	E: -1	F: -4	G: -8	H: -4
CO/N=C/c1ccc(Oc2ccc(C)cc2)nc1
  A: -5	B: -1	C: -19	D: 2.4	E: 2	F: 9	G: -26	H: -25
COC(=O)[C@H](C)NC(=O)NC1CCCc2ccccc21 (stereo partly specified)
  A: 3	B: 1	C: -5	D: -1.1	E: 12	F: 22	G: 9	H: -3
Cc1ccc(-c2nnc(N(C)C(=O)C3CCCO3)s2)cn1 (stereo unspecified)
  A: 14	B: 10	C: -4	D: 2.0	E: 0	F: 2	G: 16	H: -7
CC(=O)c1cccc(OCC(=O)Nc2cc(Cl)ccc2-n2cncn2)c1
  A: -1	B: 22	C: -28	D: 4.2	E: 6	F: 14	G: -22	H: -35
O=C(c1cn(Cc2ccccc2)nc1-c1ccccc1)N1CCN(c2ccccn2)CC1
  A: 3	B: 14	C: 53*	D: 1.2	E: -1	F: 20	G: -37	H: 53*
N#CC(c1ccc(O)cc1)c1ncc(C(F)(F)F)cc1Cl (stereo unspecified)
  A: -3	B: 25	C: 5	D: -1.2	E: -1	F: 18	G: -8	H: -6
Cn1c(=O)[nH]c(=O)c2c1nc(N1CCCCC1)n2CCCSc1nnnn1-c1ccccc1
  A: 9	B: 17	C: 6	D: 1.4	E: 1	F: 22	G: 5	H: -6
CCc1nnc(NC(=O)CSc2ccc(-c3ccc(F)cc3)nn2)s1
  A: 1	B: 3	C: -16	D: 1.3	E: 2	F: 1	G: 8	H: 6
Cc1c(C)c2ccc(OC(C)C(=O)N3C[C@H]4C[C@@H](C3)c3cccc(=O)n3C4)c(C)c2oc1=O (stereo partly specified)
  A: 59*	B: -13	C: 20	D: 1.9	E: 0	F: -4	G: 16	H: 5
CC(=O)OC1C(N2CCCCC2)c2c(ccc(/C=C/C(=O)N3CCCCC3)c2O)OC1(C)C (stereo unspecified)
  A: 11	B: 28	C: -4	D: 6.9	E: 3	F: 6	G: -6	H: 0
CC(=O)N1CCN(c2ccccc2NC(=O)c2cc(Br)ccc2Cl)CC1
  A: 4	B: 3	C: 14	D: -3.7	E: -2	F: 7	G: -3	H: -6
COc1ccccc1-n1c(N)c(C(N)=O)sc1=S
  A: -1	B: 10	C: -7	D: 2.3	E: -1	F: 10	G: -22	H: -13
Cc1c(NC(=O)c2cnn3c2NC(c2ccco2)CC3C(F)(F)F)c(=O)n(-c2ccccc2)n1C (stereo unspecified)
  A: -5	B: 16	C: 16	D: -0.2	E: -1	F: -4	G: -4	H: 7
CC(=O)NC(CCS(C)(=O)=O)C(=O)Nc1ccccc1 (stereo unspecified)
  A: -4	B: -22	C: 13	D: -3.5	E: -1	F: 0	G: 13	H: -2
O=C(/C=C/Nc1ccc(Oc2ccccc2Cl)cc1)c1ccco1
  A: -4	B: -6	C: -73	D: 5.6	E: -2	F: 6	G: -124	H: -70
COc1ccc(CN(C)C(C)C(=O)Nc2ccc(S(=O)(=O)N3CCCCC3)cc2)cc1F (stereo unspecified)
  A: 3	B: 16	C: -18	D: 1.8	E: 0	F: 24	G: 16	H: 17
Cc1ccsc1C(=O)C1CCCN(Cc2cc(F)ccc2-n2cccn2)C1 (stereo unspecified)
  A: -6	B: -10	C: 13	D: 0.3	E: -4	F: -8	G: -8	H: -17
Cc1nn(-c2ccccc2)nc1CNC(=O)C1CC1
  A: -1	B: -11	C: 26	D: 1.2	E: -4	F: 7	G: 18	H: 0
O=C(CSc1nc2ccccc2o1)Nc1ccc(N2CCOCC2)cc1
  A: -15	B: 7	C: -27	D: 4.2	E: 3	F: -3	G: -10	H: -28
COc1ccc(C)c2sc(=NC(=O)c3cccc(N4C(=O)CCC4=O)c3)n(C)c12
  A: 10	B: 13	C: 12	D: 4.1	E: 11	F: 2	G: -78	H: -1
CC(=O)Oc1ccc2c(=O)c(-c3ccccc3)c(C)oc2c1
  A: 17	B: 35	C: -5	D: 1.0	E: 1	F: 41	G: 1	H: 17
COc1ccc(OC)c(Nc2nc(N)nc(CSc3nnc(-c4ccncc4)o3)n2)c1
  A: 4	B: 6	C: 20	D: -1.8	E: -2	F: 12	G: 17	H: 11
CC(=O)C1=C(C)NC(SCC(=O)c2ccc(Cl)cc2Cl)=C(C#N)C1c1ccco1 (stereo unspecified)
  A: 27	B: 55*	C: 25	D: 10	E: 2	F: 53*	G: -38	H: 13

# Single records, from the list above. Order of values: TIM10 inh | tim10-1 inh | Mdm2-MdmX inh | UPR CHOP act | UPR XBP1 act | tim23-1 inh | 697 NFkB inh | Jurkat NFkB inh
# `COc1ccc(CN(C)C(C)C(=O)Nc2ccc(S(=O)(=O)N3CCCCC3)cc2)cc1F` (stereo unspecified) is listed with 3 | 16 | -18 | 1.8 | 0 | 24 | 16 | 17
# `CC(=O)Oc1ccc2c(=O)c(-c3ccccc3)c(C)oc2c1` is listed with 17 | 35 | -5 | 1.0 | 1 | 41 | 1 | 17
# `COc1ccc(C)c2sc(=NC(=O)c3cccc(N4C(=O)CCC4=O)c3)n(C)c12` is listed with 10 | 13 | 12 | 4.1 | 11 | 2 | -78 | -1
# `CC(=O)NC(CCS(C)(=O)=O)C(=O)Nc1ccccc1` (stereo unspecified) is listed with -4 | -22 | 13 | -3.5 | -1 | 0 | 13 | -2
# `Cc1c(C)c2ccc(OC(C)C(=O)N3C[C@H]4C[C@@H](C3)c3cccc(=O)n3C4)c(C)c2oc1=O` (stereo partly specified) is listed with 59* | -13 | 20 | 1.9 | 0 | -4 | 16 | 5

# (cont.)
# Field names – A = TIM10 inh; B = tim10-1 inh; C = Mdm2-MdmX inh; D = UPR CHOP act; E = UPR XBP1 act; F = tim23-1 inh; G = 697 NFkB inh; H = Jurkat NFkB inh
COc1ccc(NC(=O)c2cccc(-n3cnnn3)c2)cc1
  A: -10	B: -2	C: 15	D: 2.9	E: 2	F: -1	G: -5	H: -4
CCn1cc(Cl)c(C(=O)Nc2ccccc2C(N)=O)n1
  A: -3	B: 2	C: -22	D: -0.5	E: 0	F: -1	G: -5	H: -33
CCN1CCN(C(=O)/C(=C/c2ccco2)NC(=O)c2ccccc2)CC1
  A: 4	B: -3	C: 17	D: 1.3	E: 1	F: 20	G: 7	H: 3
Cc1ccc(Sc2oc(/C=N/n3cnnc3)cc2Br)cc1
  A: 20	B: 46*	C: 28	D: -1.5	E: -1	F: 35	G: -17	H: 8
O=S(=O)(c1ccc(F)cc1)N1CCCN(Cc2c(F)cccc2F)CC1
  A: 20	B: 15	C: -23	D: -1.5	E: -3	F: 40	G: -5	H: 7
COc1ccc(OC)c(Cc2nnc(CCC(=O)NCc3ccc(C)s3)o2)c1
  A: 10	B: 23	C: -2	D: 0.3	E: 1	F: 5	G: -6	H: -1
Cc1cnc(C(=O)OCC(=O)N(Cc2ccccc2)C(C)C)cn1
  A: -9	B: 4	C: -6	D: -1.1	E: -2	F: -1	G: 9	H: 8
Cc1ccccc1Nc1nnc(SCC(=O)NCC2CCCO2)s1 (stereo unspecified)
  A: -3	B: -16	C: 7	D: -1.7	E: -3	F: -5	G: 10	H: 3
